# Bioassay records deposited in PubChem BioAssay by National Center for Advancing Translational Sciences (NCATS).
# WRN helicase inh – qHTS for Inhibitors of WRN Helicase | Potency, µM (doses to about 114 µM), inactives show top-dose activity change, negative = inhibition, most hits filed as inhibitors | WRN helicase unwinding, fluorescent forked duplex, kinetic | actives 0.46% (n = 360,000); also: potency is read from the fitted curve at half-maximal effect; % is scaled to controls: 0 for no effect and ±100 for the full control effect; nearly all actives have a fitted effect of over 55% in size
#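 Primary qHTS, 1536-well format. 20 nM WRN + compound, 15 min RT; start with 100 nM forked fluorophore/quencher duplex, 2 mM ATP (final); kinetic read ex 525/em 598 nm.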
# EPAC1 ag – qHTS for Agonist of cAMP-regulated guanine nucleotide exchange factor 3 (EPAC1): primary screen; Rap guanine nucleotide exchange factor 3 (Homo sapiens), O95398; EPAC1 agonist qHTS, biochemical assay; response scale: 100% = response to 6.5 mM cAMP; Potency, µM (top dose mostly 154 µM), inactives show at the top dose activation, hits mostly activators; actives 0.073% (n = 360,000); AID 720707, 2013; also: potency is read from the fitted curve at half-maximal effect; nearly all actives have a fitted effect of over 60% in size
# Target sequence (O95398 whole entry, looked up): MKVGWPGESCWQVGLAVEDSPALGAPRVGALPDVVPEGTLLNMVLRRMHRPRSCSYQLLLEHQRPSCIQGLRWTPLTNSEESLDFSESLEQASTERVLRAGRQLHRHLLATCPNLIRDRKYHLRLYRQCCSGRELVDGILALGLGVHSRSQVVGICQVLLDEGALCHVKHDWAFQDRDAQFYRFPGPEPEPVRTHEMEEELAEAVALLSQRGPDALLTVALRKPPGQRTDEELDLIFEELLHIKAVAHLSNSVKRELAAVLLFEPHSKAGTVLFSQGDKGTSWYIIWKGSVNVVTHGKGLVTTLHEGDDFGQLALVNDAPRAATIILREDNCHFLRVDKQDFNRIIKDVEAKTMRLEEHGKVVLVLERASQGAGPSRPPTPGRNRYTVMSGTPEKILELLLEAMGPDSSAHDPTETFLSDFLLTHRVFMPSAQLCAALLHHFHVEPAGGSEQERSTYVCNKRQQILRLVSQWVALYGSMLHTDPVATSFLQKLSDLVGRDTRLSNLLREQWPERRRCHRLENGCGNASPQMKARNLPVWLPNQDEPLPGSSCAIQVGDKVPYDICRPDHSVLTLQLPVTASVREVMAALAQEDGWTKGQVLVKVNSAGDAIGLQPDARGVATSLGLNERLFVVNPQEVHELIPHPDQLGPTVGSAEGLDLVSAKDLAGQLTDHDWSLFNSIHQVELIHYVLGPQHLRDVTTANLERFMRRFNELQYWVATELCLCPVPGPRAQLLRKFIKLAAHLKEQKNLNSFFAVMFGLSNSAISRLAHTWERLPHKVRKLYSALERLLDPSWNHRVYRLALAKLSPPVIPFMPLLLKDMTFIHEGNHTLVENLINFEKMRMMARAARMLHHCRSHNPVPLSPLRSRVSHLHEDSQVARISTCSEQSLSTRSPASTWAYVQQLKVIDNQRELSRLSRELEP
#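 Nucleotide exchange assay: 100 nM EPAC1 with 250 nM Rap1B loaded with BODIPY-GDP and 50 uM GDP, room temperature. Fluorescence (480/540 nm) read every 5 min for 30 min; signal change normalized to 6.5 mM cAMP as full agonist.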
# EPAC1 antagonist – qHTS for Antagonist of cAMP-regulated guanine nucleotide exchange factor 3 (EPAC1): primary screen. EPAC1 GEF assay, Rap1b-BODIPY-GDP exchange fluorescence. Rap guanine nucleotide exchange factor 3 (Homo sapiens), O95398. actives 0.14% (n = 360,000). Potency, µM (top dose mostly 115 µM), inactives show at the top dose activity change, negative = inhibition, most hits filed as inhibitors;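 also: potency is read from the fitted curve at half-maximal effect; plate controls were vehicle for no effect and positive control for full effect; nearly all actives have a fitted effect of over 50% in size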
# FUS yeast rescue – qHTS for Suppressors of FUS Proteinopathy: Primary screen using FUS-linked yeast assay. actives 0.24% (n = 390,000). AID 1347120, 2019. Potency, µM (top dose mostly 76.6 µM), inactives show top-dose growth rescue (activation), actives largely listed as activators. S. cerevisiae FUS-expressing, growth rescue, OD600, 24 h;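 also: potency is read from the fitted curve at half-maximal effect; plate controls were DMSO vehicle for no effect and reference control for full effect; nearly all actives have a fitted effect of over 55% in size; some results filed as inactive show a strong effect at the top dose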
#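 FUS-expressing yeast, raffinose-pregrown, induced in 2% galactose minimal medium at OD 0.005; compounds in a dilution series, 24hr at 30C. Growth restoration read as absorbance at 600 nm. CP55940 positive control, DMSO negative.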
# Abeta yeast res – qHTS for compounds that reverse cellular toxicity of Amyloid beta (A-beta) peptide in yeast: Primary Screen. actives 0.063% (n = 410,000). Potency, µM (titrated, usually from 46.1 µM), for inactives: at the highest dose growth rescue, most hits filed as activators. yeast expressing A-beta42, growth rescue, OD600, 48 h; response scale: 0% DMSO, 100% iron-clioquinol control. AID 1347071, 2019; also: potency is read from the fitted curve at half-maximal effect; nearly all actives have a fitted effect of over 55% in size
#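 Growth rescue measured by 600 nm absorbance after 48 h yeast culture at 30 C with compound. Values normalized between DMSO and an equimolar ferric chloride plus clioquinol control.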
# PI5P4Ka inh – qHTS for Inhibitors of phosphatidylinositol 5-phosphate 4-kinase (PI5P4K); AID 652105, 2013; PI5P4Kalpha enzyme, ADP-Glo luminescence, 60 min; hits give low values; actives 1.2% (n = 330,000); max response, %; Phosphatidylinositol 5-phosphate 4-kinase type-2 alpha (Homo sapiens), P48426; active = max response of -50% or lower; inconclusive = between -30% and -50%; inactive = -30% or higher; also: value at the top dose of about 77 µM; % is scaled to controls: 0 for no effect and ±100 for the full control effect
#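 PI5P4Kalpha ADP-Glo assay; 5 microM ATP final; 60 min RT reaction; HEPES pH 7.4/EGTA/CHAPS, 5% DMSO; controls lacking substrate or enzyme; luminescent end-point.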
# PLK1 PBD inh – qHTS for Inhibitors of PLK1-PDB (polo-like kinase 1 - polo-box domain): Primary Screen. Serine/threonine-protein kinase PLK1 (Homo sapiens), P53350. Plk1 PBD binding of FITC phosphopeptide, fluorescence polarization. Potency, µM, without a hit: max response, negative = inhibition, most hits filed as inhibitors. actives 2.8% (n = 360,000). AID 720504, 2013; also: potency is read from the fitted curve at half-maximal effect; series mostly up to about 57 µM; % is scaled to controls: 0 for no effect and ±100 for the full control effect; nearly all actives have a fitted effect of over 65% in size
# IL2 activator – qHTS of IL-2 Activators; IL-2 activation reporter assay, cell-based qHTS; stimulated with anti-CD3/CD4/CD28 beads; in transgenic mouse T cells; activation, % (series mostly up to about 46 µM); actives 0.065% (n = 360,000); AID 652025, 2013; in the data active = activation above about 50%; inconclusive = mostly about 30% to 49%; also: 0% is about no effect
#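 First, unstimulated transgenic mouse T cells were exposed to compound for 60 min. Next, anti-CD3/anti-CD4-coated beads with anti-CD28 were added. Finally, after 18 h at 37 degrees C, EGFP and DsRed were imaged.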
# * hit, by the source's call; ? = inconclusive; . = no result given; [ ] = dose if it differs, or a comment. Unless noted, calls follow the shape of the dose curve; as a rule, active = well fitted curve in the direction sought with a large enough effect; inconclusive = small, poorly fitted or top-dose-only effect, or another doubt; inactive = no such curve, though single readings can be large; an effect the other way counts as inactive or inconclusive. Not all compounds are listed; count on the stated rates, not on these rows.
SMILES,WRN helicase inh,EPAC1 ag,EPAC1 antagonist,FUS yeast rescue,Abeta yeast res,PI5P4Ka inh,PLK1 PBD inh,IL2 activator
CCn1cc(C(=O)N2CCOCC2)c2ccccc21,2%,8%,0%,-5%,-7%,5,-13%,-1.4
CC(C)(C)n1nnnc1C(c1cccs1)N1CCC2(CC1)C(=O)NCN2c1ccccc1 (configuration not stated),3%,-11%,8%,4%,-9%,2,-4%,0.6
CCC1(CCCC(=O)c2ccc(F)cc2)C(=O)NC(=S)NC1=O,3%,-4%,-1%,.,1%,3,-1%,0.0
C=Cn1ccnc1P(=S)(c1ccc(Cl)cc1)c1nccn1C=C,-2%,0%,1%,-3%,15%,9,3%,-1.8
CN1CCN(C(=O)COc2ccc(C(C)(C)C)cc2Br)CC1,-4%,-1%,5%,12%,5%,11,-4%,11
CCC1C2Cc3ccc(O)cc3C1(CC)CCN2C (configuration not stated),0%,2%,0%,.,-4%,7,-8%,-2.9
COC(=O)C1=C(c2cccc(OCc3ccccc3)c2)C[C@@H]2CC[C@H]1N2C(=O)NCc1ccc(F)cc1,-3%,-2%,6%,?,5%,9,-10%,-1.5
O=C(CNC(=O)c1ccccc1Cl)Nc1ccc(Br)cc1C(=O)c1ccccc1,-31%[57.1 µM],23%,-14%,19%,-13%,8,-7%,0.5
CN(C)C(=O)Oc1ccc(-c2nnco2)cc1,1%,3%,?,-23%,-5%,4,?,-0.1
COc1cccc(CNCCc2ccc3c(c2)OCO3)c1OC,4%,13%,7%,26%,7%,-2,12%,-0.1
Cc1cccc(CCNCc2cc3ccc(C)cc3[nH]c2=O)c1,-8%,-1%,3%,-6%,-11%,3,-5%,-0.4
COc1ccc(OC)c(C2C(C#N)=C(N)Oc3c2c(C)nn3-c2ccc(C)cc2)c1 (configuration not stated),-8%,8%,-6%,8%,10%,-13,30µM*,-2.0

# Next part, overlapping the part above by 3 compounds.
SMILES,WRN helicase inh,EPAC1 ag,EPAC1 antagonist,FUS yeast rescue,Abeta yeast res,PI5P4Ka inh,PLK1 PBD inh,IL2 activator
COc1cccc(CNCCc2ccc3c(c2)OCO3)c1OC,4%,13%,7%,26%,7%,-2,12%,-0.1
Cc1cccc(CCNCc2cc3ccc(C)cc3[nH]c2=O)c1,-8%,-1%,3%,-6%,-11%,3,-5%,-0.4
COc1ccc(OC)c(C2C(C#N)=C(N)Oc3c2c(C)nn3-c2ccc(C)cc2)c1 (configuration not stated),-8%,8%,-6%,8%,10%,-13,30µM*,-2.0
CNCCc1c[nH]c2ccc(O)cc12,7%,-21%,-18%,-27%,-32%,6,-2%,0.2
O=C(NCC1=C(c2ccc3ccccc3c2)C[C@@H]2CC[C@H]1N2Cc1ccco1)c1nccs1,-3%,0%,-5%,4%,7%,0,-1%,-2.5
CC(C)N1C(=O)NC(=O)C2(Cc3cc([N+](=O)[O-])ccc3N(C)C2c2ccccc2)C1=O (configuration not stated),-6%,-3%,-11%,7%,-29%,2,-2%,0.8
O=C(COc1ccccc1)c1cn(Cc2ccccc2)c2ccccc12,-23%,16%,-11%,-8%,31%,6,24%,-1.6
COC(=O)C1=C(c2ccc(OC)c(OC)c2)C[C@@H]2CC[C@H]1N2C(=O)N1CCCC1,-4%,-9%,20%,-9%,4%,8,-19%,1.1
O=C1c2ccccc2C(=O)N1Cc1nc2ccccc2c(=O)n1-c1ccc(Br)cn1,6%,13%,3%,16%,-17%,-1,-5%,-0.6
Cc1nc2ncnn2c(C)c1CCC(=O)N1CCC2(CC1)OCCO2,2%,6%,-2%,17%,1%,.,-11%,-1.7
CC1CCN(C(=O)COC(=O)c2cn(C)c3ccccc23)CC1,-12%,6%,?,7%,-44%[inhibitor],2,-12%,0.0
NP(=O)(OCCCc1ccccc1)Oc1ccccc1Cl (configuration not stated),3%,0%,-13%,10%,13%,5,-10%,-0.7
CN1CCN(c2cc(N3CCCCCC3)c(F)cc2[N+](=O)[O-])CC1,-35%[57.1 µM],-1%,-4%,3%,5%,4,3%,0.2
Nc1nc(N)c2cnnn2n1,-3%,12%,-13%,-15%,-3%,-3,3%,-0.2
CCCCn1c(O)c(C(CC)=Nc2ccc(OC)cc2OC)c(=O)[nH]c1=O,-3%,24%,-3%,40%,1%,.,-8%,-1.4
CCCCCCn1c(O)c(C=NCCN2CCCCC2)c(=O)[nH]c1=O,-5%,16%,-12%,15%,13%,7,-10%,-0.1
CCOc1cc(C)cc2oc(=O)c3c(c12)CCCC3,2%,10%,-6%,-3%,-17%,2,0%,0.4
O=[N+]([O-])c1cc(O)c(O)c([N+](=O)[O-])c1,-7%,-12%,?,-38%,-23%,-23,-2%,0.0
CC(Cc1ccccc1)NC=O (configuration not stated),4%,-13%,12%,-8%,-2%,1,5%,0.1
CCCC(C)C1(CC)C(=O)NC(=Nc2ccccc2)NC1=O (configuration not stated),-1%,9%,-3%,20%,-3%,.,-8%,-1.8
COC(=O)C1=C(c2ccc(OCc3ccccc3)cc2)C[C@@H]2CC[C@H]1N2C(=O)NCc1cccc(C(F)(F)F)c1,-3%,-13%,-6%,21%,3%,-7,-1%,-0.3
Cc1c(N=Nc2c(O)[nH]c(=O)[nH]c2=O)c(=O)n(-c2ccccc2)n1C,6%,-4%,-5%,-3%,-3%,0,1%,0.0
COC(=O)CN1C(=O)CN=C(c2ccccc2Cl)c2cc(Br)ccc21,-1%,6%,2%,12%,-4%,-7,-2%,-0.2
c1ccc(CCNCc2cccnc2)cc1,7%,4%,-8%,-12%,-6%,-6,5%,-0.3
COP(=O)(Cc1ccc(C#N)o1)OC,-4%,-6%,2%,13%,9%,0,4%,-1.7
COC(=O)[C@@H]1C[C@H]1[C@@H](NP(=O)(c1ccccc1)c1ccccc1)c1ccccc1,6%,-9%,4%,-27%,-1%,-3,-18%,-0.5
COc1ccccc1N1CCN(CCc2c[nH]c3cc4c(cc23)OCO4)CC1,-6%,-6%,-8%,.,0%,-14,4%,-5.9
CN1CC=C2C(C#N)=C(N)C(C#N)(C#N)C(c3ccncc3)C2C1 (configuration not stated),-8%,28%,8%,13%,17%,5,?,2.3
O=c1[nH]c(=O)n(CCC2=CCCCC2)c(O)c1/C=N/Nc1cccc2ccccc12,-10%,-13%,-27%,?,11%,-65*,34µM*,-2.3
CN(C)CCc1nn[nH]n1,0%,5%,-2%,-3%,1%,.,-1%,-1.2
CC(C)CC(=O)Nc1ccc(S(=O)(=O)N2CC3CC(C2)c2cccc(=O)n2C3)cc1 (configuration not stated),-15%,4%,-10%,8%,11%,-1,-7%,1.0
Cc1ccc(/C=C/C(=O)C2C(=O)c3ccccc3C2=O)cc1,-11%,13%,4%,8%,-16%,.,?,-1.5
Cc1cc(N(CCCl)CCCl)ccc1C=Cc1ccncn1,-36%,?,18%,14%,-18%,1,31%[activator],-0.4
COc1ccc(S(=O)(=O)Nc2cc([N+](=O)[O-])ccc2OC)cc1,1%,-2%,?,10%,-4%,1,-1%,-0.9
Cn1c(O)c(C(=Nc2ccccc2)SCc2ccccc2Cl)c(=O)n(C)c1=O,-28%,7%,0%,-1%,2%,-12,-10%,-0.3
Cc1cc(C)cc(-n2c(O)c(C=Nc3ccc(N4CCOCC4)cc3)c(=O)[nH]c2=S)c1,-25%,11%,-24%,.,-10%,2,-11%,-4.7
COc1ccc2c(c1)C1(C)CCN(C)CC(C1)C2O (configuration not stated),-8%,2%,14%,-6%,-11%,-1,-21%,2.0
CC(C)(O)C(=O)Nc1ccc([N+](=O)[O-])c(C(F)(F)F)c1,3%,-12%,-3%,-39%,-21%,8,0%,-0.5
OC1/C(=C/c2ccccc2F)N2CCC1CC2 (configuration not stated),2%,-2%,3%,-41%,-12%,-7,-5%,-5.2
Cc1ccc2c(c1)C1CN(C)CCC1N2C(=O)c1ccco1 (configuration not stated),-3%,6%,16%,-9%,-1%,.,-6%,-1.1
Cc1cc(-c2cc(C)c(N)c(C)c2)cc(C)c1N,-10%,-19%,5%,7%,-7%,0,0%,0.1

# Single records (already shown). Screens in order: WRN helicase inh	EPAC1 ag	EPAC1 antagonist	FUS yeast rescue	Abeta yeast res	PI5P4Ka inh	PLK1 PBD inh	IL2 activator
# Cc1ccc(/C=C/C(=O)C2C(=O)c3ccccc3C2=O)cc1 as listed: -11%	13%	4%	8%	-16%	.	?	-1.5
# Cc1ccc2c(c1)C1CN(C)CCC1N2C(=O)c1ccco1 (configuration not stated) as listed: -3%	6%	16%	-9%	-1%	.	-6%	-1.1
# CN1CC=C2C(C#N)=C(N)C(C#N)(C#N)C(c3ccncc3)C2C1 (configuration not stated) as listed: -8%	28%	8%	13%	17%	5	?	2.3
# Cc1cc(-c2cc(C)c(N)c(C)c2)cc(C)c1N as listed: -10%	-19%	5%	7%	-7%	0	0%	0.1
# OC1/C(=C/c2ccccc2F)N2CCC1CC2 (configuration not stated) as listed: 2%	-2%	3%	-41%	-12%	-7	-5%	-5.2
